TCR activator: activators of T cell receptors. AID 504894. primary human leukocytes, anti-CD3, IL-2 HTRF, 48 h. 330,000 tested, under 10 active. Potency, µM (series often up to 9.22 µM), for the others: at the top dose activation of IL-2 secretion, most hits filed as activators; further: % of control where 0% means no effect
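Primary human leukocytes were stimulated with a-CD3 beads plus compounds for 48 hr without co-stimulation; secreted IL-2 was quantified by HTRF using a-IL-2-K (europium cryptate) and a-IL-2-d2, excited at 320nm with acceptor emission read at 665nm.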
AT treatment: candidate therapy for ataxia-telangiectasia | […] A-T fibroblasts, KAP-1 phosphorylation AlphaLISA; neocarzinostatin DNA damage 30 min before lysis | Potency, µM (titrated, usually from 57.5 µM), for the others: at the top dose activation, actives largely listed as activators | 0.19% of 320,000 active; further: potency means the concentration at half of the fitted maximal effect; % of control where 0% means no effect; nearly all actives have a fitted effect of over 45% in size
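ATM-like activity read as KAP-1 phosphorylation via AlphaLISA donor/acceptor antibody pairs after lysis and 6 hr at 25C. Cells were ATM-null patient fibroblasts ([…], hTERT), dosed 60 min, then exposed to the DSB inducer NCS for 30 min.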
Eya2 inh: inhibitors of human Eya2 phosphatase activity; recombinant Eya2, OMFP fluorescence dephosphorylation (OMFP is methylfluorescein phosphate); 0.006% of 330,000 active; Potency, µM (titrated, usually from 76.9 µM), for the others: at the top dose activity, negative = inhibition, usual class: inhibitors; O00167; AID 488837; further: potency means the concentration at half of the fitted maximal effect; on the % scale 0 is the no-effect control and ±100 the full control effect
Target sequence (O00167 whole entry, looked up): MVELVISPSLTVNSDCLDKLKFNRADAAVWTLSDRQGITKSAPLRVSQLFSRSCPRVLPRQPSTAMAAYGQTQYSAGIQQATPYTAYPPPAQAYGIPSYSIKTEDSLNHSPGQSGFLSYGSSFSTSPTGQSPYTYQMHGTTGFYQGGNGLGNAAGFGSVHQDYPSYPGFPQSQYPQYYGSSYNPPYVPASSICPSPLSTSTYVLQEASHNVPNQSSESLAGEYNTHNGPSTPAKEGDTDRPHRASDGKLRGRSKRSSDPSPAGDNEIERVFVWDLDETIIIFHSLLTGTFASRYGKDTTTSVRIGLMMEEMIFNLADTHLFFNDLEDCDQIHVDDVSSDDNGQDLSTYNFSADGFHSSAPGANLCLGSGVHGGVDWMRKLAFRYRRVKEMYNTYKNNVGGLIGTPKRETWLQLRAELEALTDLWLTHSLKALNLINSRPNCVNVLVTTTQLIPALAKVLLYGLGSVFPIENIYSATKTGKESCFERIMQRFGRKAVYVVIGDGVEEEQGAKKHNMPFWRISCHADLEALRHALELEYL
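Eya2 protein (added as 0.2 uM solution) was preincubated with compound for 10 min at ambient temperature in 50 mM HEPES pH 7.5, 50 mM NaCl, 5 uM MgCl2, 0.05% BSA, 1 mM DTT. OMFP (added at 50 uM) then reacted 10 min; fluorescence read at 485/525 nm.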
Tb PFK block: inhibitors of T. brucei phosphofructokinase. T. brucei PFK, ADP-Glo luminescence. Potency, µM (top dose mostly 57.5 µM), for the others: at the highest dose activity, negative = inhibition, actives largely listed as inhibitors. 0.17% of 330,000 active;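 further: potency means the concentration at half of the fitted maximal effect; 0% = uninhibited 1x PFK enzyme wells and -100% = no-enzyme wells; nearly all actives have a fitted effect of over 60% in size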
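Luminescent ADP detection (ADP-Glo, two-step: ATP depletion then ADP-to-ATP conversion for luciferase) reported PFK activity after 45 min room-temperature reaction of 1.25 nM enzyme with 0.5 mM F6P and 0.1 mM ATP at pH 8.0.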
TSHR antagonist: blocks TSH signaling through the human TSH receptor | AID 504810 | TSHR-expressing cells, TSH-stimulated cAMP HTRF, 2 h; active compounds read low | 0.2% of 330,000 active | activity change, negative = inhibition, % at 11.5 µM | P16473;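 active means activity change below a set negative limit, meaning inhibition stronger than a set level, cut at about -70% in these data; inconclusive means activity change between two set negative limits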; further: on the % scale 0 is the no-effect control and ±100 the full control effect
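Freshly harvested TSHR cells receive pin-tooled compound, then EC80 TSH at 4nM final. After 2 hours at 37 deg C, antibody in lysis buffer and cAMP-d2 are added; 30 minutes at ambient temperature precede the HTRF read.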
ELG1 repair inh: inhibitors of ELG1-dependent DNA repair in HEK293T cells. HEK293T ELG1-luciferase reporter, luminescence, 16 h; DNA damage induced by 5-fluorouridine. Potency, µM (series often up to 46.1 µM), for the others: top-dose activity change, negative = inhibition, hits mostly inhibitors. 2.3% of 330,000 active. AID 504467; further: potency means the concentration at half of the fitted maximal effect; on the % scale 0 is the no-effect control and ±100 the full control effect; nearly all actives have a fitted effect of over 55% in size
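5-Fluorouridine DNA damage + compound/DMSO, 2,000 cells/well, 16 h, 37 °C/5% CO2. ONE-Glo, 30 min RT, luminescence. Readout = decrease in reporter signal.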
ASM inhibitor: human S-ASM enzyme inhibition | 0.006% of 340,000 active | placental ASM, HMU-PC fluorogenic substrate, 60 min | AID 504937 | Potency, µM (top dose mostly 57.5 µM), without a hit: top-dose activity change, negative = inhibition, usual class: inhibitors | P17405; further: potency means the concentration at half of the fitted maximal effect
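Human placenta-derived ASM preincubated with compound 10 min at room temperature, then reacted with 9 uM (final) fluorogenic HMU-PC substrate for 60 min at 37 C. Stop solution raises pH to 10; fluorescence read at Ex 386/Em 447 nm.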
Integrin act MD: activators of alpha7 integrin expression for muscular dystrophy; alpha7betagal myoblasts, beta-gal FDG fluorescence, 48 h; Potency, µM (highest dose often 38.3 µM), without a hit: at the top dose activation, actives largely listed as activators; AID 624291; 0.064% of 350,000 active;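 further: potency means the concentration at half of the fitted maximal effect; 100% = response of the positive control SU9516; nearly all actives have a fitted effect of over 60% in size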
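Alpha7betagal+/- myoblasts (passage 13) were plated 16-24 hr, then exposed to compounds (1:260 dilution of DMSO stock) for 48 hours at 37C. After MPER lysis, β-galactosidase reporter activity was read as FDG fluorescence (ex 480/em 540) after 30 minutes.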
TSG101-PTAP inh: blocks PTAP/TSG101 interaction to inhibit HIV-1 budding; Q99816; Fluorescence polarization, FITC-PTAP peptide / Tsg101 binding; Potency, µM (doses to about 115 µM), inactives show top-dose activity change, negative = inhibition, most hits filed as inhibitors; 340,000 tested, under 10 active; AID 493005; active means well fitted inhibition curve with a large enough effect in the main read-out, with a control signal flat, not every such curve was filed as active; inconclusive means small, poorly fitted or top-dose-only effect, or effect the other way, or a change in a side signal; inactive means no such curve, though single readings can be large or run the other way; further: potency means the concentration at half of the fitted maximal effect; % of control where 0% means no effect
Target sequence (Q99816 whole entry, looked up): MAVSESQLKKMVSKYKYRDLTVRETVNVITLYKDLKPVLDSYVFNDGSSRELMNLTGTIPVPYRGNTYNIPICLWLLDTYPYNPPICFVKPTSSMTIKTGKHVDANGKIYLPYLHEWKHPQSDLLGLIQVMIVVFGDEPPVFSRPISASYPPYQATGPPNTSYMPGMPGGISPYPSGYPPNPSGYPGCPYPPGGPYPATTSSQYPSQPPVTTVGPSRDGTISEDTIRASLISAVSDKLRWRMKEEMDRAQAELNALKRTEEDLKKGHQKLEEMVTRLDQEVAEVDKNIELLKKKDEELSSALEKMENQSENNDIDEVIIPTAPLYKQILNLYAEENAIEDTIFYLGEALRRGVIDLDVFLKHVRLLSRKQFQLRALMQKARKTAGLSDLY
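Fluorescence polarization binding of Tsg101 binding domain (10 uM final) to FITC-labeled PTAP peptide (50 nM final) in HEPES pH 7.5 buffer with NaCl, Tween 20, EDTA, TCEP. Compounds added before peptide; binding 20 min at RT.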
BCR signal inh: blocks chronic active B-cell receptor signaling; ABC-DLBCL IkBa-CBG/CBR reporter, luminescence ratio, 4 h; Potency, µM (top dose mostly 46.1 µM), for inactives: at the top dose ratio change, negative = lower green/red ratio, usual class: inhibitors; 0.05% of 340,000 active; active means well fitted inhibition curve with a large enough effect in the signal ratio, with a control signal flat, not every such curve was filed as active; inconclusive means small, poorly fitted or top-dose-only effect, or effect the other way, or a change in a side signal; the % refers to the signal ratio;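 further: potency means the concentration at half of the fitted maximal effect; plate controls were basal doxycycline-induced cells for no effect and cells given 10 µM MG132 for full effect; MG132 reads +100%, hits lower the ratio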
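TMD8 human ABC-DLBCL cells with doxycycline-inducible IκBα–green luciferase fusion and unfused red luciferase, in 0.5% FBS medium; compounds up to 46 uM, 4 h at 37C. Green/red luminescence ratio, filter-overlap corrected, fitted to concentration-response curves.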
Mito fusion act: mitochondrial division inhibition or fusion activation | S. cerevisiae fusion-defective mutant growth rescue, CellTiterGlo 48 h | Potency, µM (titrated, usually from 46.1 µM), for inactives: at the highest dose growth rescue (activation), most hits filed as activators | 0.23% of 320,000 active | AID 485298;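 further: potency means the concentration at half of the fitted maximal effect; % of control where 0% means no effect; nearly all actives have a fitted effect of over 45% in size; temperature-sensitive fusion mutants such as fzo1-1 at 37 °C on non-fermentable ethanol glycerol medium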
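Read-out: ATP-based luminescence (CellTiterGlo, 10 min ambient) reporting growth of fusion-defective ts yeast after 48 hours at 37C on glycerol/ethanol YPEG medium in the presence of compound.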
The depositor's hits bear a star; i = inactive; ? = inconclusive; . = no result given; [ ] = another dose, or the depositor's remark. Unless noted, the call rests on the fitted dose curve; in most records, active means well fitted curve in the direction sought with a large enough effect; inconclusive means small, poorly fitted or top-dose-only effect, or another doubt; inactive means no such curve, though single readings can be large; an effect the other way counts as inactive or inconclusive.

SMILES	TCR activator	AT treatment	Eya2 inh	Tb PFK block	TSHR antagonist	ELG1 repair inh	ASM inhibitor	Integrin act MD	TSG101-PTAP inh	BCR signal inh	Mito fusion act
CCN(CC)S(=O)(=O)c1cc(C(=O)Nc2ccncc2)ccc1Cl	5%	4%	4%	3%	-11	?	-2%	-38%	-3%	-7%	3%
CCOC(=O)C1CCCN(c2c(Nc3ccc(OCC)cc3)c(=O)c2=O)C1 (stereo not drawn)	-2%	4%	-1%	-3%	-13	12%	-1%	-1%	-3%	4%	1%
CCOC(=O)c1oc2ccccc2c1NC(=O)c1ccc(S(=O)(=O)N(C)C)cc1	6%	-4%	-25%	0%	0	-3%	-3%	6%	0%	-10%	-1%
Cc1[nH]c2ccc(-c3nnc(SCC(=O)c4ccc(F)cc4)o3)cc2c1C	6%	4%	8%	-1%	-1	?	4%	-42%	-8%	?	0%
O=C(COC(=O)CC(NC(=O)c1ccccc1Cl)c1ccccc1)Nc1cccc(F)c1 (stereo not drawn)	0%[46.1 µM]	-1%	-5%	-3%	2	-2%	-4%	-45%[inhibitor]	0%	-15%	5%
CC1CN(Cc2cc(=O)oc3cc(O)ccc23)CC(C)O1 (stereo not drawn)	-1%	-1%	12%	-1%	-5	5%	i	-26%	0%	4%	-1%
COC(=O)c1cccc(C(=O)Nc2ccc(C)cc2)n1	.	7%	2%	1%	16	?	0%	-14%	1%	?	1%
CCOc1ccc2ccccc2c1/C=N/NC(=O)c1ccc(C)nc1	-2%	-11%	11%	2%	-5	2%	14%	13%	-5%	-7%	-12%
CC(C)C(C)NC(=O)CN1C(=O)NC(c2ccccc2)(c2ccccc2)C1=O (stereo not drawn)	3%	3%	-5%	1%	10	-11%	-1%	-27%	-3%	9%	6%
COc1cccc(-c2nc(-c3ccc(NC(=O)c4cccnc4)cc3)no2)c1	-1%	7%	3%	1%	-42	15%	0%	-7%	0%	0%	-1%
Fc1ccc(-c2csc(N3CCSCC3)n2)cc1	4%	4%	-8%	-1%	5	29%	-6%	3%	0%	4%	1%
CCCC(=NCCc1c(C)[nH]c2ccccc12)C1=C(O)CC(c2ccccc2)CC1=O (stereo not drawn)	6%	6%	-3%	4%	-13	?	-4%	8%	-1%	-2%	?
C=CCNC(=O)c1ccc(OC)cc1	-3%	-4%	5%	0%	9	14%	0%	-3%	1%	?	1%
C/C(=N/Nc1ncc(C(F)(F)F)cc1Cl)c1ccncc1	-7%	7%	-1%	3%	4	8%	-1%	?	0%	-2%	3%
CCCCC1C2=C(CC(C)(C)CC2=O)OC2=C1C(=O)CC(C)(C)C2	3%[46.1 µM]	-2%	-9%	0%	-8	0%	-2%	-2%	-1%	5%	8%
Cc1[nH]n(C(N)=S)c(=O)c1N=Nc1cccc(C(F)(F)F)c1	5%	4%	3%	6%	15	?	-8%	?	0%	11%	-7%
O=C(Nc1ccc(Cl)c(Cl)c1)C1CC(=O)N(c2ccc(Br)cc2)C1 (stereo not drawn)	-6%[46.1 µM]	-3%	4%	-17%	-41	-5%	?	1%	-3%	7%	-20%
Cc1ccc(NC(=O)CSc2nnc(-c3cnccn3)n2Cc2ccco2)cc1C	-3%	0%	2%	-2%	2	?	2%	5%	-2%	-2%	2%
Cc1ccccc1NS(=O)(=O)c1ccc2oc(=O)ccc2c1	-4%	3%	8%	-2%	-9	1%	-2%	1%	2%	-4%	1%
Cc1cc(C)nc(N2CCC(C(=O)Nc3ccc4c(c3)OCCO4)CC2)n1	.	0%	?	0%	-18	-9%	3%	16%	-1%	-1%	3%

Profiles, quoted from the list. Values in the order: TCR activator	AT treatment	Eya2 inh	Tb PFK block	TSHR antagonist	ELG1 repair inh	ASM inhibitor	Integrin act MD	TSG101-PTAP inh	BCR signal inh	Mito fusion act
Profile of CCOC(=O)c1oc2ccccc2c1NC(=O)c1ccc(S(=O)(=O)N(C)C)cc1 → 6%	-4%	-25%	0%	0	-3%	-3%	6%	0%	-10%	-1%
Profile of COc1cccc(-c2nc(-c3ccc(NC(=O)c4cccnc4)cc3)no2)c1 → -1%	7%	3%	1%	-42	15%	0%	-7%	0%	0%	-1%

Following part.
SMILES	TCR activator	AT treatment	Eya2 inh	Tb PFK block	TSHR antagonist	ELG1 repair inh	ASM inhibitor	Integrin act MD	TSG101-PTAP inh	BCR signal inh	Mito fusion act
O=C(CSCc1cc(=O)n2ccsc2n1)Nc1ccc(F)cc1	0%	6%	-5%	0%	5	1%	1%	27%	-1%	-19%	2%
CC1CCCCC1NC(=O)CCS(=O)(=O)c1ccc(Cl)cc1 (stereo not drawn)	5%	1%	-24%	-4%	.	18%	2%	0%	-4%	-4%	.
CCOC(=O)c1sc2nc(CC(=O)OC)nc(NCc3ccc(F)cc3)c2c1C	-2%	6%	0%	1%	-37	?	-17%	-19%	-6%	3%	4%
COc1ccc(CNS(=O)(=O)c2cn(C)c(=O)n(C)c2=O)cc1	-24%	15%	-3%	0%	23	19%	2%	13%	.	-2%	0%
CCOc1ccc2nc(NCCNS(=O)(=O)c3ccccc3)c(C#N)cc2c1	-5%	27%	-4%	-9%	4	11%	424%[activator]	13%	1%	3%	0%
O=C(CSc1ccc(F)cc1)Nc1ccc(Br)cc1	2%	3%	-18%	-6%	-12	?	-1%	20%	-1%	2%	-5%
Cc1ccc(NC(=O)C2(N(C(=O)Cn3nnnc3N)c3ccc(C)cc3)CCCCC2)cc1	3%	-6%	2%	-4%	-27	-3%	3%	5%	0%	5%	-4%
CSc1ccccc1NC(=O)c1ccc(N2CCCC2=O)cc1	-2%	-12%	-15%	-6%	-1	?	-1%	-1%	-9%	?	2%
COCCn1c(N)c(S(=O)(=O)c2cccs2)c2nc3ccccc3nc21	-2%	8%	16%	-3%	19	-10%	i	-25%	-4%	?	7%
CC(=O)Nc1ccc(OCC(O)Cn2cccn2)cc1 (stereo not drawn)	4%	3%	11%	0%	-4	3%	3%	27%	-6%	0%	0%
CCOC(=O)Cn1c(=O)c(-c2ccccc2NC)nc2ccccc21	7%	.	-21%	-3%	12	4%	-8%	-1%	-3%	12%	2%
COc1cccc(-n2cnnn2)c1	0%	.	.	.	.	.	1%	12%	-3%	.	-7%
COc1ccccc1CNCC(=O)Nc1ccc(N(C)C)cc1	-37%	-7%	2%	-8%	-7	?	-1%	0%	-1%	?	-4%
CC(=O)c1sc(C(=O)O)c(-c2ccco2)c1-c1ccco1	-11%	-7%	-11%	-19%	-11	17%	0%	-23%	-4%	1%	2%
C[C@H](NC(=O)c1nc[nH]c1C(=O)NCc1ccccc1)C(=O)OCc1ccccc1	-1%	1%	0%	-2%	-9	4%	0%	26%	-8%	2%	-2%
COC(=O)Cc1ccc(NC(=S)Nc2cccc(C)n2)cc1	9%	5%	-1%	-1%	0	?	-3%	0%	-3%	0%	1%
CCN1C[C@@H]2[C@@H]3C(=O)N(Cc4ccccc4)C(=O)[C@@H]3[C@](CC)(C1=O)N2C(=O)c1ccc(C(F)(F)F)cc1	-1%	-6%	4%	10%	-10	13%	3%	0%	0%	0%	.
CCCn1c2ccccc2c2cnn(CC(=O)N3CCN(C4CCCCC4)CC3)c(=O)c21	-7%	-4%	14%	-1%	2	8%	0%	18%	-1%	4%	-2%

Three of the entries above in order of the BCR signal inh value, high to low.
mol	BCR signal inh
Cc1[nH]n(C(N)=S)c(=O)c1N=Nc1cccc(C(F)(F)F)c1	11%
COc1cccc(-c2nc(-c3ccc(NC(=O)c4cccnc4)cc3)no2)c1	0%
CC1CCCCC1NC(=O)CCS(=O)(=O)c1ccc(Cl)cc1 (stereo not drawn)	-4%

This is a random part of the collection; overall some 3.2% were active at least once.
